# GAA glycogen mod = inhibitors or activators of human alpha-glucosidase glycogen cleavage. actives 0.38% (n = 300,000). recombinant GAA, glycogen substrate, Amplex Red glucose oxidase fluorescence. AID 2100. Potency, µM (top dose mostly 76.4 µM), without a hit: at the top dose activity change, negative = inhibition, actives largely listed as inhibitors;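 note: potency is the fitted concentration of half-maximal effect; 0% = full enzyme reaction and -100% = no-enzyme basal signal; the screen sought inhibitors and activators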
#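 Recombinant enzyme (4 nM final) with compounds titrated up to 77 uM and bovine liver glycogen (30 ug) in citrate pH 5.0, 0.01% Tween-20, 37 C 40 min. Released glucose detected by Amplex Red/glucose oxidase (Ex 573/Em 610); AC50 from Hill fits.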
# aGlu spleen mod = lysosomal alpha-glucosidase (human) modulation; P10253; human spleen homogenate, 4-MU-alpha-glucoside fluorescence; Potency, µM (highest dose often 79.9 µM), for inactives: at the top dose activity change, negative = inhibition, usual class: inhibitors; actives 0.006% (n = 240,000);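 note: potency is the fitted concentration of half-maximal effect; 0% = enzyme with vehicle and -100% = no enzyme basal signal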
#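 Enzyme source: human spleen homogenate, 1 ug/well. Buffer 50 mM citric acid/K phosphate pH 5.0, 0.01% Tween-20. 4-MU-alpha-glucoside 1 mM; 37 C x 40 min; NaOH/glycine stop; fluorescence.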
# HTT cytoprotect = Huntington cell model cytoprotection by ATP luminescence; PC12 HTT-Q103 induced, cytoprotection, ATP luminescence, 40 h; Potency, µM (doses to about 56.4 µM), without a hit: cytoprotection (ATP increase), usual class: activators; actives 0.14% (n = 230,000); AID 1471;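 note: potency is the fitted concentration of half-maximal effect; % of control where 0% means no effect; nearly all actives have a fitted effect of over 45% in size; toxic huntingtin expression switched on by the ecdysone agonist tebufenozide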
#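 Quantitative HTS on tebufenozide-induced (100 nM) PC12 cells expressing HTTQ103 exon 1–GFP; compounds tested as a concentration series; survival measured via cellular ATP.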
# GAA inhib = blocks human lysosomal alpha-glucosidase; purified human GAA, 4-MU-alpha-glucoside fluorescence; Potency, µM (titrated, usually from 76.9 µM), without a hit: top-dose activity change, negative = inhibition, hits mostly inhibitors; actives 0.005% (n = 200,000); P10253;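 note: potency is the fitted concentration of half-maximal effect; plate controls were uninhibited enzyme wells for no effect and no-enzyme background for full effect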
#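 Read-out is 4-methylumbelliferone fluorescence (Ex 365/Em 440 nm) after NaOH/glycine stop at pH 10. Enzyme 4 nM, substrate 400 uM, pH 5.0 citrate buffer, 20 min room temperature; AC50 from Hill-equation concentration-response.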
# HTT aggregate = mutant huntingtin aggregation inhibition; PC12 HttQ103-GFP aggregates, Acumen cytometry, 40 h; Potency, µM (titrated, usually from 46.1 µM), for inactives: top-dose activity change, negative = inhibition, hits mostly inhibitors; actives 1.1% (n = 220,000); AID 1688; note: potency is the fitted concentration of half-maximal effect; % is set by controls: 0 for no effect and ±100 for the full control effect; nearly all actives have a fitted effect of over 60% in size
#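 Multiplexed with ATP-based cell death, this channel scores GFP aggregates in PC12 cells expressing inducible HTTex1-Q103-GFP. Induction used 100 nM tebufenozide; compounds were tested in concentration series.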
# CBFb RUNX1 block = CBF-beta/RUNX1 interaction disruption; AlphaScreen CBFb-His/RUNX1-biotin binding, biochemical; Q01196+Q13951; Potency, µM (highest dose often 59.8 µM), for inactives: at the highest dose activity, negative = inhibition, usual class: inhibitors; 230,000 tested, under 10 active; note: % of control where 0% means no effect
# Target sequence (Q01196 whole entry, looked up): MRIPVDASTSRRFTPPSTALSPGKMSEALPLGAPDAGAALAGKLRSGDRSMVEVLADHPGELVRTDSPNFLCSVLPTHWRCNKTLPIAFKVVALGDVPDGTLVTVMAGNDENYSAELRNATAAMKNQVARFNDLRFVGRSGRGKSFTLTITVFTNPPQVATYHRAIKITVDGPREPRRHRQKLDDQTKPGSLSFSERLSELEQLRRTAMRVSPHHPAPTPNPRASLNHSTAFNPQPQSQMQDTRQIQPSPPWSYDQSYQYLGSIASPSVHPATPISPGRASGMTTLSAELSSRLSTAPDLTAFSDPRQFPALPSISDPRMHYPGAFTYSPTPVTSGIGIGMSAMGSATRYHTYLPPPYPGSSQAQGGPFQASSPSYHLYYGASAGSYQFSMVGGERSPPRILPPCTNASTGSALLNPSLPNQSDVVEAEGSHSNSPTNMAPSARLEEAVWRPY
# Target sequence (Q13951 whole entry, looked up): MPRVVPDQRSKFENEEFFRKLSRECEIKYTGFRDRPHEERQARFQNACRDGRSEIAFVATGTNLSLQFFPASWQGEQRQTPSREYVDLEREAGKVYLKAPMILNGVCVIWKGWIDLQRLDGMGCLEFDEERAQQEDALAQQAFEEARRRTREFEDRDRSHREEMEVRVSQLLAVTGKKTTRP
#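 Inhibition was taken as any reduction in AlphaScreen signal from the CBF-beta–RUNX1 pair (His and biotin tags, 30 nM each), measured after compound (15 min) and bead (90 min) incubations at room temperature.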
# Lamin A splicing = LMNA splicing modulation; Potency, µM (top dose mostly 46.1 µM), for the others: at the top dose ratio change, negative = inhibition, usual class: inhibitors; HeLa LMNA splicing GFP/RFP minigene ratio, 48 h; AID 1487; actives 0.01% (n = 200,000); active = well fitted inhibition curve with a large enough effect in the signal ratio, with a control signal flat, not every such curve was filed as active; inconclusive = small, poorly fitted or top-dose-only effect, or effect the other way, or a change in a side signal; the % refers to the signal ratio; note: potency is the fitted concentration of half-maximal effect; % is set by controls: 0 for no effect and ±100 for the full control effect
#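 S3 HeLa cells stably expressing lamin A-EGFP splicing minigene plus DsRed2, 600 cells/well, 48 h compound exposure at 37C. Laser-scanning cytometry; analysed as GFP (500-530 nm)/RFP (575-640 nm) total intensity ratio; 0.5% DMSO vehicle.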
# Numbers without * were called inactive; ? = inconclusive; . = not tested or not shown; & = joins results of further samples; [ ] = remark or other dose. Unless noted, calls come from the whole dose curve; as a rule, active = well fitted curve in the direction sought with a large enough effect; inconclusive = small, poorly fitted or top-dose-only effect, or another doubt; inactive = no such curve, though single readings can be large; an effect the other way counts as inactive or inconclusive.
SMILES,GAA glycogen mod,aGlu spleen mod,HTT cytoprotect,GAA inhib,HTT aggregate,CBFb RUNX1 block,Lamin A splicing
CC(NC(=O)C1CCCN(S(=O)(=O)c2cnc[nH]2)C1)c1ccccc1 (stereo not drawn),-14%,9%,-1%,-9%,10%,0%,10%
CN(C)CCCn1c(=O)n(Cc2ccco2)c(=O)c2c3c(sc21)CCCCC3,3%,3%,-2%[10 µM],-3%[15.4 µM],12%[9.22 µM],-4%,.
COc1ccc(Cl)cc1C(=O)NCCN(C)C,6%,-5%,-2%,0%,-7%,-1%,18%
CCOC(=O)c1sc2nc(COC(=O)c3c(F)cccc3F)[nH]c(=O)c2c1C,23%,3%,10%[10 µM],-2%,3%,-16%,.
CCOC(=O)c1sc(NC(=O)CSc2ncccn2)c(C#N)c1C,-5%,-7%,20%,-6%,-1%,5%,7%
Cn1c(=O)n(C)c2cc([N+](=O)[O-])c(N3CCN(C(=O)c4ccccc4)CC3)cc21,0%,-1%,-23%,-1%,-21%,5%,?
CNC(=O)COC(=O)CNC(=O)c1cc(Cl)cc([N+](=O)[O-])c1,7%,-12%,-31%[inhibitor],2%,7%,1%,-2%[46 µM]
Brc1ccc(Nc2nc3ccccc3n3nnnc23)cc1,-6%,-3%,-14%,7%,8%,4%,17%
CN1CCO/C1=C(\C(Cl)=C(Cl)Cl)[N+](=O)[O-],5%,5%,-20%,1%,27%,-10%,6%[46 µM]
CCOC(=O)C(NC(C)=O)C(=O)Nc1ccc(C)cc1C (stereo not drawn),19%,-2%,-17%,-13%,1%[9.22 µM],4%,-13%[9.22 µM]
O=C(Cc1ccc(Cl)cc1)c1c[nH]c(C(=O)NCCCN2CCOCC2)c1,-4%,.,-22%,-16%,32%,-19%,?
CC[C@@H](c1ccccc1)n1c(=O)n2n(c1=O)[C@H]1[C@H](O)[C@H]3O[C@H]3C(=O)[C@H]1CC2,.,4%[17.4 µM],-11%[10 µM],.,.,7%[13.1 µM],.
Cc1c(C(=O)NC(=S)NCC(C)C)oc2ccccc12,3%,6%,-22%[10 µM],4%,9%,9%,-13%
CCOc1ccccc1N(CC(=O)NCC1CCCO1)C(=O)CNS(=O)(=O)c1ccccc1 (stereo not drawn),-12%,0%,5%[10 µM],-3%,-5%[9.22 µM],11%,-2%[46 µM]
Cc1cc(NC(=O)c2cc3ccccc3oc2=O)no1,4%,-4%,-6%,-12%,5%,0%,14%[0.0737 µM]
Cc1cc(C)c(S(=O)(=O)c2ccccc2)c(OC(=O)c2cc(F)c(F)cc2Cl)n1,-8%,7%,-18%,-4%,11%,2%,-1%
COc1ccccc1N1CCN(S(=O)(=O)c2cc(C)sc2C)CC1,7%,5%,-9%,?,-23%,1%,?
CS(=O)(=O)N(CC(=O)NCC1CCCO1)c1ccc(F)c(Cl)c1 (stereo not drawn),-2%,-1%,-3%,-1%,6%,4%,-6%
Cc1ccccc1NC(=O)CCC(=O)N/N=C/c1cc([N+](=O)[O-])ccc1O,-17%,2%,.,-13%,13µM*,-4%,?
Brc1ccc(/C=N/n2cnnc2)s1,-4%,10%,12%[10 µM],.,9%[9.22 µM],2%,.
C=CCNC(=O)C1CCN(S(=O)(=O)c2ccccc2)CC1,4%,-5%,3%[10 µM],-6%,-9%,6%,-13%
CC(NC(=O)NC1CCCCC1)c1ccccc1 (stereo not drawn),-2%,0%,10%[0.074 µM],-3%,-2%,3%,?
O=C(CC(NC(=O)c1ccccc1Cl)c1ccccc1)NC1=NCCS1 (stereo not drawn),5%,-4%,-12%,2%,-6%,8%,.
O=C1NC(c2ccc(Br)cc2)=N/C1=C/c1ccco1,10%,-1%,7%[10 µM],-6%,8%,?,-5%
COc1ccc2[nH]c(C(=O)Nc3ccc(F)cc3Br)cc2c1,-1%,9%,6%[10 µM],3%[15.4 µM],6%[9.22 µM],3%,.
COc1ccc(NC(=O)Nc2nnc(CC(=O)NCc3ccccc3)s2)cc1,0%,1%,15%[10 µM],?,-1%[9.22 µM],3%,3%[46 µM]
N#CCSc1nc2ccccc2c(=O)n1CCCC(=O)NCC1CCCO1 (stereo not drawn),-15%,0%,5%,-3%,17%[9.22 µM],1%,.
CC(C)NC(=O)C(=O)NCCN1CCN(C(=O)c2ccc(C(C)(C)C)cc2)CC1,-7%,4%,11%[10 µM],2%,-14%,5%,-5%[46 µM]
CCN1C(=O)N[C@@H](CCc2ccccc2)[C@H](C(C)=O)[C@H]1C,.,-8%[17.4 µM],-23%[10 µM],.,.,19%[13.1 µM],-24%[9.22 µM]
Cc1onc(-c2c(F)cccc2Cl)c1C(=O)NNC(=O)C1CCN(Cc2ccccc2)CC1,5%,1%,11%[10 µM],-2%,1%,-2%,13%[46 µM]

# In the list so far, 2 have a cyano group.
SMILES,GAA glycogen mod,aGlu spleen mod,HTT cytoprotect,GAA inhib,HTT aggregate,CBFb RUNX1 block,Lamin A splicing
CCOC(=O)c1sc(NC(=O)CSc2ncccn2)c(C#N)c1C,-5%,-7%,20%,-6%,-1%,5%,7%
N#CCSc1nc2ccccc2c(=O)n1CCCC(=O)NCC1CCCO1 (stereo not drawn),-15%,0%,5%,-3%,17%[9.22 µM],1%,.

# Next records
SMILES,GAA glycogen mod,aGlu spleen mod,HTT cytoprotect,GAA inhib,HTT aggregate,CBFb RUNX1 block,Lamin A splicing
CC(=O)c1c(C)c2c(n1CCN(C)C)CCCC2,7%,3%,-6%,-2%,-1%,-4%,2%
CS(=O)(=O)N(CC(=O)N1CCN(c2ccccc2F)CC1)c1cccc(C(F)(F)F)c1,-8%,-3%,-17%,-8%,-24%,5%,?
CCOC(=O)CN1C(=O)N[C@@H](c2ccccc2)[C@H](C(C)=O)[C@H]1C,.,-7%[17.4 µM],-2%[10 µM],.,.,-5%[13.1 µM],?
CC1(C)C(c2cccs2)=[N+]([O-])C2(CCCCC2=O)N1O (stereo not drawn),13%,9%,-23%[10 µM],12%,-3%[9.22 µM],7%,.
COC(=O)c1cccc(NC(=O)COc2cccc([N+](=O)[O-])c2)c1,-14%,8%,-4%,1%,14%,-3%,.
COc1cc(CNCCN2CCOCC2)ccc1OCc1ccccc1Cl,4%,2%,-18%,4%,17%,-1%,-11%
O=C(Cn1cnc2sc(-c3ccccc3)cc2c1=O)NCc1ccco1,4%,-3%,-25%[1.9 µM],-6%,21%,?,?
CC(Oc1ccc(Cl)cc1Cl)C(=O)Nc1ccc2oc(-c3ccncc3)nc2c1 (stereo not drawn),3%,-1%,-31%[0.074 µM],2%,-15%,8%,?
CNC(=O)N(c1ccccc1)c1ccccc1,-5%,-2%&4%,-5%[0.074 µM],-10%,1%,7%,-7%
Cc1cc(C)nc(N/N=C/C2=C(N3CCOCC3)C(=C/c3ccccc3)/CC2)n1,3%,-1%,.,1%,-6%,5%,-11%
CC(=O)NCc1nnc2c3ccccc3c(-c3ccccc3)nn12,3%,4%,-22%,-6%,28%,-2%,-14%[46 µM]
COc1cc(C2C(C(=O)OCCC#N)=C(C)NC3=C2S(=O)(=O)c2ccccc23)cc(OC)c1OC (stereo not drawn),-29%,5%,-14%,-9%,?,3%,4%
O=C(/C=C/c1ccc(F)cc1)N1CCN(c2ccccn2)CC1,-3%,-4%,-6%[10 µM],0%,-25%,-20%,-9%
COC(=O)c1ccc(OC(=O)CCc2cc(OC)c(OC)c(OC)c2)cc1,4%,5%,-19%,-3%,-7%,0%,-22%[46 µM]
CCOC(=O)CC(NCc1ccc(OC)c(OCC)c1)c1ccc(C)cc1 (stereo not drawn),5%,.,-37%[inhibitor],-13%,-10%,-13%,.
Cc1c(C#N)c2ncn(Cc3ccccn3)c(=O)c2n1-c1ccccc1,5%,-14%,-1%,-13%,20%,-6%,4%
O=C1C(c2ccc(F)cc2)N(Cc2ccc3c(c2)OCO3)C(=O)CN1C1CCCCCC1 (stereo not drawn),-15%,-2%,-9%,-3%,-31%,4%,-9%
CCOc1ccc(Oc2ccc(S(=O)(=O)N3CCOCC3)cc2N)cc1,1%,6%,-13%,2%,-18%,-1%,?
CC(NC(=O)Cc1ccccc1F)c1ccc(F)cc1 (stereo not drawn),-13%,0%,.,-12%,10%,5%,.
O=C(Nc1nnc(C2=COCCO2)o1)c1ccc(Cl)cc1,15%,2%,18%[10 µM],-4%,-6%,?,?

# A different layout for part of the listing above:
# Each structure is followed by: GAA glycogen mod, aGlu spleen mod, HTT cytoprotect, GAA inhib, HTT aggregate, CBFb RUNX1 block, Lamin A splicing
COc1ccccc1N1CCN(S(=O)(=O)c2cc(C)sc2C)CC1
    7%, 5%, -9%, ?, -23%, 1%, ?
CS(=O)(=O)N(CC(=O)NCC1CCCO1)c1ccc(F)c(Cl)c1 (stereo not drawn)
    -2%, -1%, -3%, -1%, 6%, 4%, -6%
Cc1ccccc1NC(=O)CCC(=O)N/N=C/c1cc([N+](=O)[O-])ccc1O
    -17%, 2%, ., -13%, 13µM*, -4%, ?

# (more compounds)
SMILES,GAA glycogen mod,aGlu spleen mod,HTT cytoprotect,GAA inhib,HTT aggregate,CBFb RUNX1 block,Lamin A splicing
CC(C)CCn1c(=O)c2ccccc2c2ccccc2c1=O,1%,0%,-24%,-1%,2%,15%,3%
O=c1c2ccccc2nc2c3ccccc3c(NCc3cccnc3)nn12,-3%,.,-57%[inhibitor],?,-6%,8%,.
Cc1nc(SCC(=O)N2CC(=O)Nc3ccccc32)c2c(C)c(C)sc2n1,-13%,5%,-22%,3%,4%,0%,-16%
Cc1cc(OCCn2cc(/C(N)=N/O)c3ccccc32)ccc1Cl,18µM*,-20%,-67%[inhibitor],-5%,-10%,-2%,9%
CC(C)(C)c1ccccc1OCCCCN1CCCC1,12%,1%,-100%[inhibitor],0%,-10%[9.22 µM],2%,15%
Cc1noc(C)c1C(=O)N1CCCC(C(=O)c2cccc(C(F)(F)F)c2)C1 (stereo not drawn),-9%,4%,-31%[inhibitor],-1%,-17%,18%,.
CCOC(=O)c1c(N2CCCCC2)c2ccccc2[nH]c1=O,2%,-13%,-7%,-8%,-22%,10%,7%
Cc1c(/C=N/NC(=O)c2cc(=O)[nH]c(=O)[nH]2)c2ccccn2c1C(=O)c1ccccc1,-3%,4%,-4%,-8%,-5%,3%,-4%
O=C(Nc1ccon1)c1cccc(Cl)c1,4%,-4%,14%,-2%,-3%,4%,3%
